Screens deposited in PubChem by several laboratories.
V-ATPase pHluor: regulators of yeast V-ATPase proton pumping, primary screen, pHLuorin cytosolic pH fluorescence | S. cerevisiae | response, % at 10 µM | 350,000 compounds, 0.37% hits; in the data active = response mostly above about 7.3%, no sharp cut-off; inactive = mostly below about 5.4%; also: actives read high; inactives centre near 0; some compounds called inactive have numbers as strong as hits; reference of the scale not given here
cardiac RTF act: cardiac RTF calcium sensitivity activators, primary screen, biochemical, IANBD-TnC fluorescence, EC20 calcium. AID 493008, 2010. 340,000 compounds, 0.24% hits. IANBD-labeled TnC RTF fluorescence at EC20 calcium; 0% EC20 calcium, 100% full calcium. activation, % at 7.2 µM;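 active = activation above the mean over all tested compounds plus 3 SD, cut at about 30% in these data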;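 also: rise in fluorescence read as greater calcium sensitivity of cardiac thin filaments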
CAL PDZ FP-1: CAL PDZ peptide-binding inhibitors, primary screen, biochemical, fluorescence polarization, Cer-tagged CAL PDZ, HTS. Golgi-associated PDZ and coiled-coil motif-containing protein (Homo sapiens), Q9HD26. purified CAL PDZ, TMR-peptide fluorescence polarization, 1 h. inhibition, % at 20 µM. 330,000 compounds, 0.02% hits. AID 504414, 2011;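 active = highest replicate inhibition of at least 40%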;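 also: plate controls were DMSO neutral control wells for no effect and unlabeled competitor peptide control wells for full effect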
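Material: tagged CAL PDZ domain; buffer or medium: 25 mM sodium phosphate pH 7.4, 150 mM NaCl, TCEP, IgG, Thesit; compound dosing: single point, 20 µM; schedule: 1 h incubation at room temperature before polarization reading; measured by: FP readout, S and P plane fluorescence; read-out basis: percent inhibition from loss of millipolarization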
Rtt109 HAT inh: inhibitors of C. albicans Rtt109/Vps75 HAT, primary screen, biochemical, ThioGlo CoA-SH fluorescence, plate reader. 330,000 compounds, 0.16% hits. AID 540336, 2011. purified Rtt109/Vps75, 4 h. inhibition, % at 34.9 µM;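 active = inhibition of at least 50% in every replicate; inconclusive = best replicate reaches 50% inhibition but some replicates fall short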
Tat export inh: E. coli Tat export inhibitors, primary screen, MC4100, TorA-mCherry reporter, fluorescence, single point. inhibition, % at 10 µM. 340,000 compounds, 0.036% hits;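 active = mean replicate inhibition at least 50% and at least half of replicates individually reaching 50%; inconclusive = only one of the two criteria met; inactive = neither criterion met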;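 also: exported cargo escapes ClpAP degradation while cytoplasmic cargo is degraded and loses fluorescence; 0% = median of neutral control wells and 100% = median of NaSCN control wells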
CAL PDZ FP-2: untagged CAL PDZ binding inhibitors, primary screen, biochemical, fluorescence polarization, HTS; inhibition, % at 24.9 µM; 300,000 compounds, 0.92% hits; Golgi-associated PDZ and coiled-coil motif-containing protein (Homo sapiens), Q9HD26; purified CAL PDZ, TMR-peptide fluorescence polarization, 1 h; AID 602252, 2012;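 active = mean inhibition of at least 30% with at least half of replicates also reaching 30%; inconclusive = no clear call, values can overlap the other calls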;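 also: 0% = DMSO neutral control and 100% = excess unlabeled competitor peptide PRC23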
Wnt bcat act: Wnt/beta-catenin pathway activators, primary screen, cell-based, plate reader, single point | Wnt/beta-catenin reporter cell assay, activator | activation, % at 9.35 µM | 300,000 compounds, 1.2% hits; in the data active = activation above about 30%, passing the limit was not always enough; inconclusive = no clear call, values can overlap the other calls;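 also: 0% = neutral control wells and 100% = positive control wells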
dFosB act: activators of delta FosB homodimer, primary screen, biochemical, fluorescence polarization, TAMRA-CDK5 oligo, single point; Protein FosB (Mus musculus), P13346; purified delta FosB; percent of positive-control signal above neutral wells; activation, % at 25 µM; 340,000 compounds, 0.99% hits;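 active = mean activation above about 17%, with every replicate also reaching it, limit read from the data, passing the limit was not always enough; inconclusive = only one of the two conditions met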;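 also: fluorescence polarization rise as delta FosB binds a TAMRA Cdk5 AP-1 oligo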
Target sequence (P13346 whole entry, looked up): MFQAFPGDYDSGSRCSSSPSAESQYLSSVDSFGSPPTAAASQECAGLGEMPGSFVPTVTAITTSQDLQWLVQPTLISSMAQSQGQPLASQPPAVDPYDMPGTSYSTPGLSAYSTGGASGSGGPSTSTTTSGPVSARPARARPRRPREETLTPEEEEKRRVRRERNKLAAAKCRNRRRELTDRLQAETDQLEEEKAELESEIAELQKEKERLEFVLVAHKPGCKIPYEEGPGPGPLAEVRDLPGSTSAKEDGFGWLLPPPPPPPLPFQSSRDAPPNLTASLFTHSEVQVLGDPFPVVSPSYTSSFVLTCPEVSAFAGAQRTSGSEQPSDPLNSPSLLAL
MITF act: activators of MITF-driven TRPM1 promoter reporter, primary screen, cell-based, SK-MEL-5, luciferase, single point; SK-MEL-5 TRPM1-promoter luciferase, 24 h; % of positive control, neutral wells = 0; AID 588334, 2011; 300,000 compounds, 0.75% hits; activation, % at 12.5 µM;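 active = mean activation of at least 80% with every replicate also reaching 80%; inconclusive = mean reaches 80% but some replicate falls short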;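 also: 0% = neutral control wells and 100% = parthenolide positive control wells; values of inactives mirror those of a sister screen read the other way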
CDK5 inh: inhibitors of human CDK5/p35 kinase, primary screen, biochemical, single concentration. Cyclin-dependent kinase 5 (Homo sapiens) + Cyclin-dependent kinase 5 activator 1 (Homo …. Recombinant CDK5/p35, ADP-Glo luminescence, 60 min. inhibition, % at 10 µM. 330,000 compounds, 0.01% hits. AID 488839, 2010;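 active = highest replicate inhibition of at least 50% and at least 75% of replicates reaching 50%; inconclusive = only one of the two criteria met; inactive = both criteria failed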;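 also: plate controls were DMSO neutral control for no effect and GW8510 at 10 µM for full effect; many of its hits are not listed in these tables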
Target sequence (Q00535 whole entry, looked up): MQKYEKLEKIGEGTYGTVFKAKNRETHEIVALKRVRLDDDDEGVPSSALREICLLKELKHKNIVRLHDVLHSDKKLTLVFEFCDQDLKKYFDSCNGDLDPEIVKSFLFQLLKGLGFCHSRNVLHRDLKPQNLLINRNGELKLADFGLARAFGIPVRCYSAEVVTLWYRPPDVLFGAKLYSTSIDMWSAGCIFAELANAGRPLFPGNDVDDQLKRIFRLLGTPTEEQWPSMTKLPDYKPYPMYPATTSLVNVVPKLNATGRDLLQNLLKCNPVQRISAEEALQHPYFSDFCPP
Target sequence (Q15078 whole entry, looked up): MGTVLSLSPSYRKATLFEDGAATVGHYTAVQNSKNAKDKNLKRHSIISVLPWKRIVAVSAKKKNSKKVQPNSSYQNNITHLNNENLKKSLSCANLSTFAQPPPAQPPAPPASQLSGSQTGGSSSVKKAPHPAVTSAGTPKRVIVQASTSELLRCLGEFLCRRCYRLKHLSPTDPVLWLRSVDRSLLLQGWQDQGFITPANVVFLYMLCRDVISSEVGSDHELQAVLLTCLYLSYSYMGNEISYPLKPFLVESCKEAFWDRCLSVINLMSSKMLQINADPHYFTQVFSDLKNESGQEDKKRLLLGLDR
Numbers without * were called inactive; ? = inconclusive; · = not tested or not shown. Not a hit list; about 4.1% have a hit in one of these screens.

SMILES	V-ATPase pHluor	cardiac RTF act	CAL PDZ FP-1	Rtt109 HAT inh	Tat export inh	CAL PDZ FP-2	Wnt bcat act	dFosB act	MITF act	CDK5 inh
COCC(C)NS(=O)(=O)c1ccc(NC(=O)c2ccccn2)cc1 (stereo unspecified)	-4	5	-1.2	0	0	-10	3	-7	-9	-2.7
O=C(c1ccccc1)c1ccc2nc[nH]c2c1	-1	3	-5.2	-5	4	-12	14	-6	31	7.3
COc1ccc(CNC(=S)NC2CCCCC2)cc1	3	-5	-0.6	-10	0	0	-2	2	12	0.8
COc1ccc(-c2nnc(SCC#CCO)o2)cc1OC	1	-2	-3.0	-2	-4	0	2	-9	1	2.1
COC(=O)c1sccc1NC(=S)Nc1cccc(F)c1	0	4	-2.0	2	-2	-8	-7	-7	-2	-0.8
CC1=NC(C)Cc2ccccc21 (stereo unspecified)	-1	-2	-1.3	3	2	0	·	5	-3	0.0
O=C1CCC(=O)N1c1ccc(NCCc2cccc(F)c2)c([N+](=O)[O-])c1	4	-1	-2.3	-3	3	-4	-4	0	11	0.9
C=C(C)C(=O)Nc1cccc(C2=NOC3(C2)C[C@@H](C(N)=O)N(C(=O)/C=C/CC)C3)c1 (stereo partly specified)	0	-1	0.5	-2	-2	2	0	-7	4	-1.5
O=C(CCn1c(=S)[nH]c2cc3c(cc2c1=O)OCO3)NCc1ccc(Cl)cc1	1	0	0.0	-13	-2	-5	-2	?	10	1.0
O=C(CSc1nnc(-c2ccccc2F)o1)N1CCNC1=O	1	1	-0.2	2	7	·	?	2	75	1.1
COC(=O)Nc1ncc(CN2CCC(c3ccccc3)CC2)s1	-5	11	-1.3	1	5	0	-2	-6	·	0.4
CC(C)C(=O)Nc1ccc(Cl)cc1-c1nc2ccccc2[nH]c1=O	-1	6	0.4	3	-8	-3	0	0	·	-0.6
Cc1c(C(=O)Nc2c(C)n(C)n(-c3ccccc3)c2=O)oc2ccc(Cl)cc12	-1	-4	-2.2	2	2	-4	-2	-3	-10	-0.5
Cc1ccc(NC(=O)COC(=O)C2=NN(c3ccccc3)C(=O)CC2)c(Br)c1	-5	-4	-1.7	-12	-6	3	-4	-8	-1	0.0
Cc1cc(NC(=O)C(=O)c2cn(C)c3ccccc23)no1	2	5	-0.8	-1	-3	1	22	0	3	0.3
COC(=O)CC1=NN(c2nc(C)cc(C)n2)C(=O)C1	-1	5	6.8	-5	4	-5	-1	1	13	0.9
COc1ccc(OC)c(S(=O)(=O)N(C)CC(=O)Nc2ccc3c(c2)OCCO3)c1	-3	-1	-0.9	-5	2	3	·	-5	-4	-0.1
C/C(=N/NC(=O)CSc1nc2ccccc2n1C)c1ccc(O)cc1	-1	3	-2.1	3	-3	1	-5	-4	5	0.4
CCN(CC(=O)Nc1ccccc1OC)C(=O)Cn1cnc2ccccc2c1=O	-1	2	0.5	-11	-6	-2	·	-3	-3	0.5
CN(C(=O)c1cccc(NC(=O)Cc2cccc(NC(=O)C3CCCN(C(=O)C4CC4)C3)c2)c1)C1CC1 (stereo unspecified)	-1	-8	-0.8	3	-6	-7	-1	0	16	0.1
CCN(CC)CCOC(=O)c1ccc([N+](=O)[O-])cc1	0	2	0.2	-2	2	-2	-3	-10	-12	0.3
COC(=O)c1ccc(S(=O)(=O)NCc2ccc(S(N)(=O)=O)cc2)n1C	9	4	0.7	2	7	-7	-1	-2	5	-3.3
COc1ccc(CCNC(=O)COC(=O)/C=C/c2cccs2)cc1OC	5	7	-0.1	6	9	0	-1	-5	-6	-1.1
CCC(C)[C@H](NC(=O)NC(C)C)C(=O)O (stereo partly specified)	3	-3	-3.8	3	6	-2	-2	-6	3	-0.7
CC(C)(C)c1ccc(C(=O)N2CCN(CCNC(=O)C(=O)NCc3ccccc3)CC2)cc1	2	-6	0.8	2	2	-2	-4	-16	10	1.2
Clc1ccc2[nH]cc(-c3nnnn3-c3ccccc3)c2c1	2	-5	-2.7	7	-6	-4	·	-8	·	-1.1
O=c1ccn([C@@H]2O[C@H](CNCC3=Cc4cc(O)ccc4OC3)[C@@H](O)[C@H]2O)c(=O)[nH]1	8	-4	0.4	2	0	-4	-2	-12	0	0.8
O=C(NCCc1ccc(F)cc1)c1ccc(NS(=O)(=O)c2ccc3[nH]c(=O)[nH]c3c2)cc1	2	3	-3.0	-8	-1	5	-9	-6	7	-0.7
Cc1nc2ccc(S(=O)(=O)NC(C(=O)NCc3ccc4c(c3)OCO4)C(C)C)cc2s1 (stereo unspecified)	1	5	-0.1	-9	0	·	1	-6	4	0.7
O=C(N1CCOCC1)N1CCC(NC(=O)C23CC4CC(CC(C4)C2)C3)CC1	0	-2	-1.3	-5	-3	-2	0	0	·	0.9
O=C(CN1CCCCC1)Nc1nc(-c2ccc(Cl)cc2)cs1	-2	-1	1.0	-6	-9	-4	10	1	25	-0.6
COc1ccc(C(CNC(=O)c2cccc3cccnc23)N(C)C)cc1 (stereo unspecified)	-5	-4	-1.1	-1	-3	-10	-1	-3	10	2.1
Cc1ccc(-n2nnnc2SCC(=O)NCC2CCCO2)cc1C (stereo unspecified)	1	-4	-3.3	0	-2	0	-3	-7	4	0.2
Cc1ccc(-c2cccc(NC(=O)C3C(C(=O)O)[C@@H]4C=C[C@H]3C4)c2)o1 (stereo partly specified)	-4	2	-2.5	-5	-9	-3	·	-2	-3	0.3
CCOc1ccc(C(=O)N2CCc3ccccc32)cc1OCC	-1	-2	-0.3	3	3	-6	-4	-12	-20	-0.7
O=c1cc(CSc2ccccc2)nc(-c2ccncc2)[nH]1	-1	1	-0.9	1	15	6	0	1	4	0.5
CC1CN(Cc2ccccc2)c2nc3c(c(=O)n(CC(N)=O)c(=O)n3C)n2C1 (stereo unspecified)	0	-8	0.1	-8	9	-1	1	-9	-7	1.5
CCOc1ccccc1-n1nnnc1SCC(=O)NC(=O)Cc1ccccc1	0	-5	-2.2	0	7	2	-1	-6	-4	-0.7
Cc1c(Cc2ccccc2)sc(NC(=O)C(C)(C)C)c1C(N)=O	5	1	0.7	11	1	11	-4	-11	10	-0.3
Cc1nnc(NC(=O)CSc2nc(CC(C)C)nc3c2c(=O)n(C)c(=O)n3C)s1	-1	1	-0.7	-2	1	3	-3	-13	-2	-1.8
O=C(N/N=C/C=C/c1ccco1)/C(=C/c1ccccc1)NC(=O)c1ccccc1	-2	4	-0.9	-1	1	-3	·	-10	-1	-0.5
O=C(NC1CC1)c1cccc(NC(=O)C2CCCC2)c1	-1	-2	-0.1	-15	8	-7	-4	9	-2	-1.2
Cc1ccc(CN(CC2CCCO2)C(=O)CN2C(=O)C(C(C)C)Oc3ccccc32)o1 (stereo unspecified)	-1	0	-0.4	2	-9	·	·	-10	-9	-0.6
CSCCC(NC(=O)c1ccccc1Cl)C(=O)N1CCN(C(c2ccccc2)c2ccccc2)CC1 (stereo unspecified)	7	1	0.3	-3	5	-1	0	-12	-12	-2.3
CN(C)c1ccc(-c2cc([C@H]3[C@@H]4C=CCC[C@@]4(C)C(=O)N3Cc3ccccc3)ccc2F)cc1	4	-5	0.1	1	-1	-4	-1	0	-5	2.6
Cc1cccc(-c2noc(CN(C)C(=O)COc3ccccc3)n2)c1	0	-1	-0.2	-1	17	-1	0	-8	12	0.1
O=c1[nH]c2ccccc2cc1-c1nnn(-c2ccc(F)cc2)n1	0	-8	-1.2	3	2	4	?	4	76	0.8
CCOC(=O)c1nn(-c2ccc(C)cc2)c(=O)cc1OCC(=O)Nc1cccc(OC)c1	3	0	-1.3	-12	-2	-4	0	-3	8	-2.4
CN(CC(=O)Nc1ccc(OC(F)(F)F)cc1)C(=O)Cc1cccs1	4	-3	0.9	4	-3	8	-1	-6	17	1.2
O=C(CSc1ccc(-c2nc3ccccc3[nH]2)cn1)N1CCN(C(=O)c2ccco2)CC1	5	1	-1.7	-1	1	·	·	-11	22	1.3
O=S(=O)(NCC1CCCO1)c1cnc(Cl)c(Cl)c1 (stereo unspecified)	-4	3	-0.2	0	-2	0	-6	-1	-8	1.0
Cn1c(-c2ccccc2)cc2onc(-c3ccccc3)c2c1=O	-6	-4	-1.3	-12	16	-2	14	0	-7	2.5
CCCCCOC(=O)NCCOC(=O)Nc1ccc(C(=O)OCC)cc1	6	-1	-2.8	-3	2	-1	0	-15	12	-0.7
O=C(NCCCn1ccnc1)c1ccccc1F	-4	-7	27	0	-9	-2	0	1	-9	0.0
COC(=O)c1cc(C(=O)OC)cc(N2C(=O)CC(N3CCN(c4ccccc4)CC3)C2=O)c1 (stereo unspecified)	3	-1	·	11	1	2	·	-7	-5	-1.6
CCn1ccc(C(=O)Nc2ccccc2Cl)n1	-2	-7	-0.4	?	-1	5	·	-8	85*	0.1
CC(=O)Nc1nc(C2CC2)cc(-c2ccccc2)c1C#N	-2	-3	-2.0	-1	-10	-1	-2	4	4	0.5
CC1CC(C)CN(S(=O)(=O)c2ccc(Oc3ccc([N+](=O)[O-])cc3)cc2)C1 (stereo unspecified)	-1	-7	-2.3	-1	6	-2	·	-9	-3	0.8
COc1ccc(/C=C/C(=O)OCC(=O)c2c(C)[nH]c3ccccc23)cc1OC	-2	-8	-3.3	7	-3	-1	-1	-4	6	0.4
COc1ccc(NC(=O)/C(=C/c2cccnc2)NC(=O)c2cccs2)cc1	-3	-1	-0.1	-1	-6	-3	0	1	-1	1.9

New compounds follow:
SMILES	V-ATPase pHluor	cardiac RTF act	CAL PDZ FP-1	Rtt109 HAT inh	Tat export inh	CAL PDZ FP-2	Wnt bcat act	dFosB act	MITF act	CDK5 inh
CN(C)CCN(C(=O)C1CCCCC1)c1nc2cc3c(cc2s1)OCO3	4	0	-2.0	-1	-4	0	1	8	-1	-1.4
Cc1cc(NC(=O)c2c(-c3c(F)cccc3Cl)noc2C)no1	2	6	-0.2	-4	2	·	-3	4	·	-2.8
COc1ccc(C(=O)NC2CCN(C(=S)Nc3cccc(C)c3C)CC2)cc1	2	-1	-1.8	-1	-9	-3	-1	-1	-4	-0.2
COC(=O)Cc1nnc(NC(=O)C(C)C)s1	-1	1	0.4	12	-6	-4	·	5	·	1.7
O=C(CSc1ccccc1[N+](=O)[O-])NC1CCS(=O)(=O)C1 (stereo unspecified)	-2	9	-2.3	12	-6	-1	·	-2	6	-0.2
